TDP2 inh = human TDP2 enzyme inhibitors, primary screen, biochemical, epi absorbance, recombinant enzyme | inhibition, % at 12.8 µM | 370,000 tested, 0.34% active | AID 720702, 2013 | T5PNP hydrolysis, p-nitrophenol absorbance 415 nm;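 active = inhibition above the mean of all tested compounds plus 3 SD, set per campaign, cut at about 25% in these data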;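 note: 0% = DMSO with enzyme and 100% = buffer with substrate but no TDP2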
Target sequence (O95551 whole entry, looked up): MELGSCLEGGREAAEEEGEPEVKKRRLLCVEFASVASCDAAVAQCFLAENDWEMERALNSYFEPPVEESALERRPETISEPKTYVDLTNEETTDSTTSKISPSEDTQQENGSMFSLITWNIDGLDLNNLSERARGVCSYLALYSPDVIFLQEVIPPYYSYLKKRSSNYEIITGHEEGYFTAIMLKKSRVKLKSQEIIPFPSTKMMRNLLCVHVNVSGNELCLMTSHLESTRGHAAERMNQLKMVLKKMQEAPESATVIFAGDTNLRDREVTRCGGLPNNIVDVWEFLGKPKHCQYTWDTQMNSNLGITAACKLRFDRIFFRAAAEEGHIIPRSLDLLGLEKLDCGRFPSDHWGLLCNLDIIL
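Test system: Human TDP2 enzyme | Reagent: 5 mM T5PNP | Compound dosing: 12.8 µM single point, 1% DMSO | Incubation: Enzyme reaction with compound for 2 h at 37 °C | Technique: p-Nitrophenol epi absorbance | Read-out: % inhibition relative to enzyme-containing and enzyme-free wells | Benchmarks: High control without enzyme, low control DMSO plus TDP2 | Replicates: Singlicate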
SIAE primary = human SIAE inhibitors, primary screen, biochemical, fluorescence polarization, FP-Rh probe, 1536-well HTS; inhibition, % at 9.66 µM; 370,000 tested, 0.69% active; SIAE FP-Rh probe binding; Sialate O-acetylesterase (Homo sapiens), Q9HAT2;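 active = inhibition above a cutoff: mean of compounds within the control limits plus 3 SD of those, cut at about 17% in these data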;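 note: 0% = plate median of compound wells and 100% = probe without SIAE protein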
LEDGF integ inh = blockers of LEDGF/p75-dependent integrase strand transfer – biochemical, TR-FRET, high throughput, primary screen; 370,000 tested, 0.64% active; inhibition, % at 3.7 µM; AID 743269, 2014; TR-FRET IN-LEDGF/p75 DNA integration, Eu/Cy5;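 active = inhibition above the screen-wide mean plus 3 SD, cut at about 13% in these data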;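 note: signal is the Cy5 over europium emission ratio at 671 and 618 nm; 0% = plate median of compound wells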
ABHD4 inh = ABHD4 inhibitors, primary screen, biochemical, fluorescence polarization, mouse; 370,000 tested, 0.54% active; AID 720543, 2013; purified mABHD4, FP-Rh probe fluorescence polarization; inhibition, % at 8.92 µM;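 active = inhibition exceeding the mean over every tested compound plus 3 SD, cut at about 30% in these data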;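 note: 0% = plate median of compound wells and 100% = S159A mutant with DMSO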
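Test system: mABHD4 protein; Read-out basis: % inhibition; Incubation: 45 min + 60 min at 25 °C; Repeats: single replicate; Technique: fluorescence polarization with parallel and perpendicular emission, 525/598 nm; Compound: 8.92 µM, single dose; Benchmarks: full inhibition S159A mutant plus DMSO, zero as sample-well median.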
MBD2 inh = inhibitors of MBD2 binding to methylated DNA, primary screen, biochemical, TR-FRET, DNA-binding domain, human; MBD2 binding to methylated oligonucleotide; inhibition, % at 4.4 µM; 370,000 tested, 0.31% active; in the data active = inhibition above about 13%
HTRA1 inh = HTRA1 serine protease inhibitors, primary screen, biochemical, fluorescence polarization, HTS | 340,000 tested, 0.5% active | inhibition, % at 5.96 µM | Q92743 | recombinant HTRA1, FP-rhodamine activity-based probe; in the data active = inhibition above about 36%;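 note: 0% = enzyme with DMSO and 100% = wells lacking enzyme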
Target sequence (Q92743 whole entry, looked up): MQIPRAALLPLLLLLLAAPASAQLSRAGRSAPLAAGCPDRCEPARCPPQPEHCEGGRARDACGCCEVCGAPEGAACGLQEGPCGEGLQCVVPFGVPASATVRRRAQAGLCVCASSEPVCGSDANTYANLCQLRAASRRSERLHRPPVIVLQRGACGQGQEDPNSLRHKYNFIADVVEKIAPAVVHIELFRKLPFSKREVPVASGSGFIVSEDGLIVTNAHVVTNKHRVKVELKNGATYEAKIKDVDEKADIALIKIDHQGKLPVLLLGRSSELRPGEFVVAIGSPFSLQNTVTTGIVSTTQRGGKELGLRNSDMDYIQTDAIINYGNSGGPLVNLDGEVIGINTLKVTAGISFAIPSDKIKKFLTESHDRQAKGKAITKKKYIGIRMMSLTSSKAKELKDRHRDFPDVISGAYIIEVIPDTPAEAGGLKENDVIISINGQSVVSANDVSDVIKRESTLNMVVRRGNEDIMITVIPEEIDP
NPR2 activator = human GC-B receptor activators, primary screen, HEK293 GC-B cells, cGMP TR-FRET, EC30 CNP; Atrial natriuretic peptide receptor 2 (Homo sapiens), P20594; 0% at EC30 CNP, 100% saturating CNP; activation, % at 10 µM; 370,000 tested, 0.11% active; AID 1920062, 2024;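 active = activation at 10 µM reaching about 35% in either raw or pattern-adjusted values, limit read from the data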
TCR-CD3 inh = inhibitors of human TCR-CD3 interaction, primary screen, biochemical, fluorescence, TAMRA-labeled TCR probe. inhibition, % at 9.4 µM. 360,000 tested, 0.37% active. AID 651800, 2012; in the data active = inhibition above about 19%;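 note: recombinant mutant TCR 2C K166C tagged with TAMRA read by polarization; 0% = receptor in buffer alone and 100% = receptor with positive control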
rCAG RNA binder = binders of r(CAG) RNA repeats, primary screen, biochemical, fluorescence | inhibition, % at 3 µM | AID 651821, 2012 | r(CAG) RNA repeat, TO-PRO-1 dye displacement fluorescence | 370,000 tested, 1.3% active;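 active = inhibition above the plate cutoff, the mean of all test compounds on that plate plus 3 SD, cut at about 35% in these data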;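 note: 0% = DMSO alone and 100% = 100 µM mitoxantrone as full dye displacement; higher means more dye released from RNA so lower well fluorescence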
PRMT1 inh = PRMT1 methyltransferase inhibitors, primary screen, biochemical, fluorescence polarization | inhibition, % at 2.79 µM | Protein arginine N-methyltransferase 1 (Homo sapiens), Q99873 | recombinant PRMT1, activity-based probe fluorescence polarization | 370,000 tested, 1.3% active | AID 652257, 2013;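 active = inhibition above about 21% made by adding two undisclosed values, limit read from the data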
Active calls of the source: *; . = no result given. Not all compounds are listed; rates above refer to the full screens.

SMILES | TDP2 inh | SIAE primary | LEDGF integ inh | ABHD4 inh | MBD2 inh | HTRA1 inh | NPR2 activator | TCR-CD3 inh | rCAG RNA binder | PRMT1 inh
O=C(CCCN1C(=O)c2cccnc2C1=O)Nc1ccc(Br)cc1 | 12.2 | 9.7 | -0.8 | -0.8 | -0.2 | 1.1 | -3.9 | -6.5 | -0.6 | 4.9
CCNC(=O)C1CCCN(C(=O)c2cccc3ccccc23)CC1 (stereo unspecified) | 11.9 | 0.6 | 3.9 | 2.3 | -1.9 | . | 2.6 | 3.9 | 0.8 | -2.4
CC(C)CN1CCN(CCCOC(=O)Nc2cccc3ccccc23)CC1C (stereo unspecified) | -9.4 | -2.1 | 0.7 | -0.1 | 0.1 | -5.3 | 0.0 | -1.4 | 0.2 | -0.4
O=[N+]([O-])c1ccc(NC(c2ccccc2)c2ccc3cccnc3c2O)cc1 (stereo unspecified) | -0.9 | 6.3 | -4.4 | 7.0 | 1.9 | 36.3* | -6.3 | -3.1 | 5.3 | 3.1
O=c1ccnc(SCCc2ccc([N+](=O)[O-])cc2)[nH]1 | 7.7 | 1.7 | 1.7 | -0.3 | -5.1 | -0.1 | -12.4 | -3.4 | -1.2 | 2.7
CC(C)c1ccc(NC(=O)Nc2nc(C(N)C3CCCCC3)cs2)cc1 (stereo unspecified) | -3.2 | 1.9 | 6.9 | 31.2* | 0.0 | . | 6.8 | -8.6 | 34.6* | -0.6
COc1ccc(N2CCN(C(=O)COC(=O)c3cccc(OC)c3O)CC2)cc1 | 1.7 | 10.1 | -3.0 | 5.1 | -1.5 | 4.2 | -1.6 | 4.9 | 3.5 | -3.1
Cc1ccc(NC(=O)C(=O)NN=C2CCCC2)cc1C | -10.5 | -11.1 | -0.6 | -2.4 | -1.5 | 2.4 | -0.3 | 11.9 | 2.3 | 5.0
CCC1=C2CC[C@H]3C(=O)N(CC)C(=O)[C@H]3[C@H]2[C@@]2(Cc3ccccc3)C(=NCc3ccccc3)OC(=O)N2C1=O | -17.7 | -2.0 | -0.8 | -1.0 | -0.2 | 2.7 | -3.1 | -4.1 | 3.9 | -0.9
N=C1SCC(=O)N1/N=C/c1ccccc1 | -10.0 | 3.4 | 2.9 | 3.7 | -0.7 | 2.2 | 1.8 | -4.0 | 0.9 | -4.0
Cc1ccc(-c2ccc(/C=N/N3C(=O)C4C5C=CC(CC5)C4C3=O)o2)c([N+](=O)[O-])c1 (stereo unspecified) | -0.1 | 9.2 | -2.2 | 14.6 | -3.2 | -10.0 | -3.4 | 22.5* | 0.5 | 2.9
COc1ccc(NC(=O)NNC(=O)CCn2nc(C)c([N+](=O)[O-])c2C)cc1OC | 0.9 | 2.7 | -0.1 | 3.8 | 0.5 | . | 0.1 | . | 0.9 | -1.3
Cc1ccc(NC(=O)CCNC(=O)c2ccc([N+](=O)[O-])cc2)cc1S(=O)(=O)N(C)C | 1.2 | -5.3 | -1.6 | 0.0 | -1.1 | -2.8 | 0.5 | -0.9 | 5.5 | 0.5
Cn1c(=O)n(C)c2cc3[nH]cnc3cc21 | 1.9 | -4.4 | -2.4 | 4.8 | 7.1 | 11.0 | 7.2 | 0.1 | -2.6 | -2.0
CC(C)c1ccc(NC(=O)Cc2c(C(=O)O)n(C)c3ccccc23)cc1 | -4.7 | 0.6 | 1.8 | -3.6 | 3.9 | -5.3 | -1.1 | -4.3 | 50.6* | -0.4
CC1(C)OCC(COC(=O)Nc2cccnc2)([N+](=O)[O-])CO1 | 16.2 | -0.9 | -3.4 | -0.1 | 1.2 | 3.8 | 2.6 | -0.4 | 1.6 | -1.7
COc1ccc(-c2csc(Nc3ccc(S(=O)(=O)Nc4cc(C)on4)cc3)n2)cc1 | -2.6 | 0.4 | 4.4 | 21.2 | -1.9 | -6.6 | -3.2 | 5.8 | 73.2* | 2.0
Cc1ccc(CCNC(=O)c2ccc(CS(=O)(=O)c3ccccc3C)o2)cc1 | -1.1 | 1.3 | 1.4 | -2.1 | -2.4 | -4.3 | 5.7 | 8.3 | -5.1 | -1.2
O=C(c1ccccc1)N1CCC(=O)N1c1ccccc1 | -3.4 | -1.2 | -1.7 | 1.5 | 1.4 | -2.4 | 3.6 | -0.3 | 0.3 | 0.7
Nc1[nH]c(C(=O)c2ccccc2)c(-c2ccc(Cl)cc2)c1C(=O)NCc1ccco1 | -5.9 | -7.5 | 8.1 | -7.2 | -2.4 | . | -2.6 | 9.1 | 5.9 | -1.0

Marked active in TCR-CD3 inh, among the entries above:
compound	TDP2 inh	SIAE primary	LEDGF integ inh	ABHD4 inh	MBD2 inh	HTRA1 inh	NPR2 activator	TCR-CD3 inh	PRMT1 inh
Cc1ccc(-c2ccc(/C=N/N3C(=O)C4C5C=CC(CC5)C4C3=O)o2)c([N+](=O)[O-])c1 (stereo unspecified)	-0.1	9.2	-2.2	14.6	-3.2	-10.0	-3.4	22.5*	2.9

(list continues)
SMILES | TDP2 inh | SIAE primary | LEDGF integ inh | ABHD4 inh | MBD2 inh | HTRA1 inh | NPR2 activator | TCR-CD3 inh | rCAG RNA binder | PRMT1 inh
Cc1cc(C)c(C#N)c(SC(C(=O)NC(C)(C)C)c2ccccc2)n1 (stereo unspecified) | 9.8 | -6.2 | -0.2 | -2.5 | 0.4 | -5.6 | -4.9 | 4.5 | -3.0 | -4.7
O=C1c2ccccc2CCC12OC2c1ccncc1 (stereo unspecified) | -9.7 | 4.1 | -6.1 | -5.7 | 0.2 | 11.1 | 3.7 | -4.0 | 4.2 | 6.7
Cc1ccc(C(=O)Nc2ccc(S(=O)(=O)N3CCCC3)cc2)cc1 | 20.3 | 2.4 | 1.7 | -3.5 | 2.6 | -12.2 | -1.3 | -4.2 | 7.7 | -0.5
COc1ccc(CCC(=O)NNC(=O)c2ccccn2)cc1OC | -1.8 | 6.4 | -4.2 | 1.9 | 0.6 | 0.2 | 2.5 | -12.7 | -2.9 | 2.0
CCC(=O)c1ccc(OCc2ccc(C(=O)OC)cc2)c(OC)c1 | 5.9 | -0.4 | -2.9 | 7.6 | 1.4 | -2.2 | 4.9 | 4.7 | -3.5 | 0.1
COc1ccc(C(=O)/C(=C/O)N=Nc2ccc(F)cc2)cc1 | -6.9 | -1.3 | 7.3 | -1.9 | -4.7 | -21.3 | -0.5 | 2.4 | 5.5 | 0.1
O=C(NCc1ccc(F)cc1)C(=O)NCC1OCCN1C(=O)c1ccc(Cl)cc1 (stereo unspecified) | -7.0 | 0.2 | -1.3 | 6.1 | 2.9 | 4.6 | -9.8 | -1.6 | 2.8 | -1.5
O=C(CSc1nnc(-c2ccccc2Br)o1)N1CCc2ccccc2C1 | -15.3 | 0.4 | 2.3 | -0.6 | -5.8 | -26.3 | -5.4 | -4.2 | -2.9 | -3.0
COc1ccc(C2=CC(c3cccc(OC)c3)n3nnnc3N2)cc1 (stereo unspecified) | -11.4 | 0.5 | -3.6 | 0.5 | 0.3 | -11.6 | -1.3 | 11.8 | -4.6 | 10.2
Cc1ccc(CNC(=O)C2CCC(=O)N(CCc3ccc(Cl)cc3)C2)cc1 (stereo unspecified) | 14.2 | 10.0 | 1.8 | -1.8 | 3.9 | -2.8 | -2.4 | -3.5 | -8.9 | 0.7
COc1ccc(OCCC(=O)Nc2ccc(S(N)(=O)=O)cc2)cc1 | -15.0 | 18.4* | -2.2 | -0.1 | 0.9 | -8.5 | -6.0 | -2.4 | 1.4 | -1.5
COC(=O)c1ccc(/C=N/OCC(=O)Nc2cc(F)ccc2F)cc1 | 14.8 | 2.9 | -1.5 | -2.5 | -2.4 | -0.9 | -2.0 | 1.2 | -6.5 | -1.6
COc1ccc(OCC(=O)Nc2ccc(S(=O)(=O)N3CCCCCC3)cc2)cc1 | -0.5 | -4.1 | -1.6 | -4.5 | 1.0 | -30.4 | 3.1 | 3.5 | -2.0 | 0.3
COc1cccc(/C=N/NC(N)=S)c1OCc1ccccc1Cl | 6.2 | 3.2 | 5.4 | -5.3 | 0.8 | -15.4 | -7.3 | 3.1 | -2.9 | 8.5
CC(NC(=O)[C@H](C)NC(=O)N1CCn2c1nc1ccccc12)c1ccccc1 (stereo partly specified) | -5.2 | 0.8 | -1.6 | 4.5 | -0.6 | -0.6 | 0.3 | 1.5 | -1.9 | 1.3
CCN(CC)CCN1CNC(=S)NC1 | -7.9 | -1.3 | 3.2 | 24.7 | 1.6 | 1.3 | 2.1 | 3.6 | -1.0 | -2.1
COc1ccc(CNC(=O)COc2ccc(S(=O)(=O)N3CCOCC3)cc2)cc1 | 14.1 | -1.2 | 2.5 | -2.7 | -0.7 | -3.2 | 0.6 | -0.5 | -4.7 | -2.8
CCCN(CCC)S(=O)(=O)c1ccc(C(=O)NCc2ccc3c(c2)OCO3)cc1 | -11.1 | 3.9 | 0.3 | 0.6 | -2.3 | -4.0 | 2.2 | -8.0 | 2.1 | 3.2
CCn1c(SCC(=O)c2cc(C)n(C)c2C)nnc1-c1ccccc1 | 6.8 | 5.5 | -1.6 | -0.4 | 0.8 | 5.4 | -9.5 | 5.0 | -3.5 | 1.5
CCn1c(Cc2cccs2)nnc1SCC(=O)NC1CC1 | -9.1 | 5.6 | -0.6 | 0.8 | 4.4 | -4.4 | -6.5 | -7.0 | -1.8 | 4.7

Reformatted as tab-separated lines: 2 of the compounds above
structure	TDP2 inh	SIAE primary	LEDGF integ inh	ABHD4 inh	MBD2 inh	HTRA1 inh	NPR2 activator	TCR-CD3 inh	rCAG RNA binder	PRMT1 inh
CCN(CC)CCN1CNC(=S)NC1	-7.9	-1.3	3.2	24.7	1.6	1.3	2.1	3.6	-1.0	-2.1
COc1ccc(CNC(=O)COc2ccc(S(=O)(=O)N3CCOCC3)cc2)cc1	14.1	-1.2	2.5	-2.7	-0.7	-3.2	0.6	-0.5	-4.7	-2.8

Remaining list, next part:
SMILES | TDP2 inh | SIAE primary | LEDGF integ inh | ABHD4 inh | MBD2 inh | HTRA1 inh | NPR2 activator | TCR-CD3 inh | rCAG RNA binder | PRMT1 inh
CC1CCCN(C(=O)CSc2nnc(-c3ccc(O)cc3)o2)C1 (stereo unspecified) | 2.0 | -1.1 | -3.6 | 6.8 | 3.7 | -2.8 | -8.5 | 1.5 | -3.2 | 4.4
CC(=NO)c1cc(Br)c2cccc3c2c1CC3 | -5.9 | -1.5 | -2.0 | -34.7 | 1.6 | -24.9 | -0.6 | -4.8 | 6.9 | 2.2
Cc1ccnc2nc(C(=O)Nc3nnc(-c4ccccc4)o3)nn12 | -0.4 | -0.2 | -2.6 | 3.4 | -1.0 | -1.6 | 3.5 | 4.5 | -0.4 | -2.0
Cc1cc(=O)oc2c(C)c(OCC(=O)NCc3ccccn3)ccc12 | 14.8 | -0.6 | -3.7 | 5.1 | 8.3 | -1.2 | -12.3 | -1.4 | -2.4 | 7.3

Screens: PubChem BioAssay, several laboratories
